Source: PubChem BioAssay (several laboratories)
DAX1 inh-1: inhibits human nuclear receptor DAX1; HEK293 Gal4-DAX1 luciferase reporter, luminescence; inhibition, % at 6.75 µM; actives 0.99% (n = 340,000); AID 504766;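 active means inhibition above the mean over all tested compounds plus 3 SD, cut at about 4.2% in these data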;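 further: 0% = DAX1-transfected cells with DMSO and 100% = empty-vector control cells with DMSO; inhibition shows as a rise in luminescence from relieved DAX1 repression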
Target sequence (P51843 207-470 limits assumed): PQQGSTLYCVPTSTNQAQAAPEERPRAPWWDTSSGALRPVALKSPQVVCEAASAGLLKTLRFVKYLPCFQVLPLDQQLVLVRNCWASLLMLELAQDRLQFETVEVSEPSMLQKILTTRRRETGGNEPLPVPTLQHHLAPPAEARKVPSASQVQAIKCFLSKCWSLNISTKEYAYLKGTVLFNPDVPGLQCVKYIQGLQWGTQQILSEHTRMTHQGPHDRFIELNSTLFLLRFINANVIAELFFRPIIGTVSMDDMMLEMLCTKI
hgDAF-12 ag: activates the H. glycines DAF-12 receptor ligand-binding domain | HEK293 GAL4-hgDAF12 UAS-luciferase reporter, agonist luminescence; normalized to butyrate control | activation, % at 6.8 µM | actives 1.8% (n = 370,000) | AID 687014;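 active means activation above a cutoff set at the mean of all screened compounds plus 3 SD, cut at about 10% in these data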;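 further: 0% = DMSO wells and 100% = sodium butyrate wells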
NR1D1 modulator: Rev-erb alpha (human) modulation. P20393. Rev-erbα–FITC-DNA binding, fluorescence polarization, 90 min. activity, % at 10 µM. actives 0.79% (n = 370,000). AID 1259318;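 active means activity above about 14%, limit read from the data; passing the limit was not always enough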;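 further: 0% = DMSO wells with 35 nM protein and 100% = DMSO wells with 750 nM protein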
PG9 binder: small molecules binding HIV-1 gp120 antibody PG9 | actives 0.43% (n = 360,000) | TR-FRET gp120-PG9 antibody binding | AID 624416 | inhibition, % at 6.7 µM; in the data active means inhibition above about 8.5%
DAX1 inh-2: blocks DAX1 repression of SF-1 activated StAR promoter; HEK293T StAR-luciferase reporter, SF-1/DAX-1 repression relief; inhibition, % at 6.8 µM; actives 1.1% (n = 370,000); AID 652010;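 active means inhibition above the mean over all tested compounds plus 3 SD, cut at about 3.6% in these data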;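 further: 0% = DAX-1 cells with DMSO and 100% = cells lacking DAX-1 with DMSO; higher inhibition means more luminescence from relief of DAX-1 repression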
GAA850 FXN act: increases GAA850 frataxin promoter reporter activity; HEK293 lucGAA850 FXN promoter luciferase reporter, 24 h; percent of 10 µM SAHA response; activation, % at 6 µM; actives 0.56% (n = 360,000); AID 540364;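 active means activation above the average of all compounds screened plus 3 SD, cutoff fixed separately per campaign, cut at about 7.5% in these data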;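 further: 0% = DMSO wells and 100% = 10 µM SAHA wells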
SMARCA2 activ: SMARCA2 function activation, primary screen; activation, % at 9.1 µM; AID 652017; MG213 cells, MMTV-luciferase reporter, dexamethasone, overnight; actives 1% (n = 370,000); in the data active means activation above about 7.8%;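 further: 0% = vehicle wells and 100% = reference activator wells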
PLC-beta3 inh: inhibitors of human phospholipase C beta3 | Q01970 | Purified PLC-beta3, fluorogenic substrate, fluorescence | inhibition, % at 12.2 µM | actives 0.18% (n = 370,000); in the data active means inhibition above about 11%;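 further: 0% = median of compound wells on plate and 100% = full blocker control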
hcDAF12 agonist: H. contortus DAF-12 activation, primary screen | HEK293 hcDAF-12 lit1-tk-luc reporter, luminescence; 0% DMSO, 100% Δ7-dafachronic acid | activation, % at 6.8 µM | actives 1.4% (n = 370,000) | AID 652067;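 active means activation above the mean of all tested compounds plus 3 SD, cut at about 5.5% in these data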;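 further: 100% = response to 3 µM Δ7-dafachronic acid high control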
sPLA2-III inh: Inhibits HGIII-sPLA2 liposome hydrolysis, primary screen; QFRET BODIPY PC-A2 liposome hydrolysis, fluorescence; inhibition, % at 12.2 µM; actives 0.56% (n = 370,000); AID 743126;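 active means inhibition above mean plus 3 SD of compounds lying within the high and low control bounds, cut at about 19% in these data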;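 further: 0% = median of test compound wells and 100% = no enzyme DMSO wells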
Target sequence (Q9NZ20 whole entry, looked up): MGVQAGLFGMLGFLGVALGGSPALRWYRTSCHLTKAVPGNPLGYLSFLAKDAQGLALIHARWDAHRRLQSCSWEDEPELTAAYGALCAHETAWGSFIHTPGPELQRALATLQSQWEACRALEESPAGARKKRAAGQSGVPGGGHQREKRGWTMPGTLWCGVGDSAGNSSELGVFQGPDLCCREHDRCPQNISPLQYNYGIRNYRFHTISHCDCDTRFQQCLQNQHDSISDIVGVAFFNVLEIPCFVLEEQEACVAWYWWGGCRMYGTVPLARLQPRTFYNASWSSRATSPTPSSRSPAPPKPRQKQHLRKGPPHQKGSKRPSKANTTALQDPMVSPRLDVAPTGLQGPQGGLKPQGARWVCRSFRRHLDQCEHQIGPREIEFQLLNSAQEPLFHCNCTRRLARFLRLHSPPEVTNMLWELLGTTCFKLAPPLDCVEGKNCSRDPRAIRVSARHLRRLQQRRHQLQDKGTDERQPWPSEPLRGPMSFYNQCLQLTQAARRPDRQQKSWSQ
ssDAF-12 act: activates DAF-12 receptor from parasite S. stercoralis | HEK293 ssDAF-12/GRIP1 lit1-tk-luc reporter, luminescence; % of 3 µM dafachronic acid response | activation, % at 6.8 µM | actives 1% (n = 370,000) | AID 652126;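 active means activation above the mean over all tested compounds plus 3 SD, cut at about 0.9% in these data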;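 further: 0% = DMSO-only wells and 100% = 3 µM delta7-dafachronic acid wells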
Numbers without * were called inactive; i = inactive; . = no result given.

SMILES	DAX1 inh-1	hgDAF-12 ag	NR1D1 modulator	PG9 binder	DAX1 inh-2	GAA850 FXN act	SMARCA2 activ	PLC-beta3 inh	hcDAF12 agonist	sPLA2-III inh	ssDAF-12 act
CCOc1ccc(CN(Cc2ccco2)S(=O)(=O)c2ccc(-n3cnnn3)c(OC)c2)cc1	0.2	-1.5	2	-1.6	-0.7	0.6	1	-2	-2.3	-27	-1.8
CCCc1cc(-c2n[nH]c(=S)n2-c2cccc(C)c2)cs1	-1.7	0.9	1	-0.1	-0.2	4.3	0	-1	-2.0	1	-1.4
O=C(/C=C/c1ccco1)NC(=S)Nc1ccccc1N1CCOCC1	0.1	0.9	1	-1.7	-0.4	-1.2	-1	0	-1.1	-3	-0.7
CCOc1ccc(C(=O)NC(=S)Nc2cc(C)ccn2)cc1[N+](=O)[O-]	-0.6	0.1	4	-1.2	0.0	1.0	-1	-3	-1.7	4	-2.1
Cc1cccnc1NC(=O)CN1C(=O)NC(C)(c2ccc3ccccc3c2)C1=O (centres undefined)	-0.4	-2.1	-4	0.8	-1.8	-0.7	-2	1	-0.9	2	-0.7
COc1ccc(NS(=O)(=O)c2cc(NC(=O)CCSc3ccccc3)ccc2OC)cc1	-1.5	-0.9	-3	-0.8	-0.6	0.1	-2	6	-0.2	-30	-1.5
CCC(Oc1ccc(Br)cc1)C(=O)N1CCN(c2ncccn2)CC1 (centres undefined)	1.8	-0.5	-3	-0.4	-0.7	-2.4	3	-12	-0.1	-1	-1.1
O=C1Nc2ccc(Cl)cc2C12Nc1ccccc1-c1nnc(SCc3ccccc3F)nc1O2 (centres undefined)	2.5	-3.1	-2	-1.2	0.4	0.9	-2	-5	1.1	1	-1.2
CCC(C)NC(=O)C1(C)CCC(=O)N1Cc1ccccc1OC (centres undefined)	1.4	-1.0	-1	-0.5	-0.1	-1.2	-2	0	-1.0	8	-1.1
O=c1[nH]c2cc3c(cc2cc1C(c1nnnn1C1CCCCC1)N1CCSCC1)OCCO3 (centres undefined)	0.9	-1.0	5	8.2	-0.2	-4.2	-2	-151	0.2	5	-0.5
O=C(CN(CC1CCCO1)C(=O)CNS(=O)(=O)c1ccc(F)cc1)NC1CCCC1 (centres undefined)	-0.1	-0.7	-1	-1.4	0.7	1.0	-3	6	0.2	3	-0.9
CC(C)(C)OC(=O)NCCNC(=O)c1cccs1	-0.9	2.7	2	0.6	0.2	2.5	-2	-3	1.4	3	-1.3
COc1cc(/C=N/NC(N)=O)c(Br)cc1OCC(=O)Nc1ccccc1C	-0.1	-1.4	2	-2.5	-0.4	-0.1	0	0	-0.3	0	-0.9
O=C(N/N=C/c1ccco1)c1ccn[nH]1	2.9	8.8	0	0.4	0.4	3.1	2	-3	0.7	5	-0.3
COc1cccc(N2CCN(C(=S)Nc3ccc(F)cc3)CC2)c1	0.0	1.5	1	0.5	-0.1	1.8	-2	-6	1.4	15	-1.6
Cc1ccccc1-n1ncc2c1CC(C)(C)CC2NC(=O)CCC(F)(F)F (centres undefined)	-0.8	-0.8	-5	-1.5	0.3	0.2	0	-1	0.2	5	-1.1
Cc1ccc(SCc2c(C(=O)N/N=C/c3ccco3)nnn2-c2nonc2N)cc1	0.0	0.1	-8	-1.9	-0.6	1.5	-2	-13	-1.7	-4	-1.5
COc1ccc(OC)c(NC(=O)CSc2nncc(=O)n2N)c1	0.5	-1.0	-2	-1.6	1.3	1.9	-2	-7	-0.9	8	0.9*
COc1ccc(CCN=C(N)NS(=O)(=O)c2ccc(C)c(C)c2)cc1OC	0.6	-3.6	0	-2.1	0.6	4.1	1	-5	-1.7	-3	-1.1
CNc1snc(C)c1C(=O)OC(C)C(=O)c1ccc(F)cc1 (centres undefined)	-0.7	-2.9	-1	0.1	-2.8	-0.8	-4	-1	-2.6	2	-1.8
COc1ccc(CNc2cc(C)ccc2C)c(OC)c1OC	1.9	-0.5	-3	0.1	-0.5	-0.4	-1	3	-0.1	9	-1.0
CCNc1nc(SCCOc2ccccc2)nc(N(C)C)n1	-1.2	-1.1	5	-0.1	0.1	0.2	-3	-1	-1.7	10	-1.2
CSc1ccc(CN2CCC2(C)C(=O)NC2CCc3ccccc32)cc1 (centres undefined)	.	-0.9	-3	0.2	-2.4	1.7	-3	-11	0.8	7	-1.2
CCOC(=O)Cn1c(=NC(=O)c2sc3ccccc3c2Cl)sc2cc(S(N)(=O)=O)ccc21	0.8	-1.7	0	9.9*	-0.1	-0.6	0	-24	-1.9	15	-1.7
CCCC1CCC2(CCCN2CCOC(=O)NCc2ccccc2)CC1 (centres undefined)	.	-0.9	5	.	.	.	.	-4	-0.2	1	-2.1
SMILES	DAX1 inh-1	hgDAF-12 ag	NR1D1 modulator	PG9 binder	DAX1 inh-2	GAA850 FXN act	SMARCA2 activ	PLC-beta3 inh	hcDAF12 agonist	sPLA2-III inh	ssDAF-12 act
O=C(Nc1ccc(Oc2cccnc2)nc1)c1ccc(C(F)(F)F)cc1	-6.5	-7.1	-2	0.6	-1.6	-3.7	-5	-2	-5.7	13	-2.5
CC(=O)N(CCC(c1ccccc1)c1ccco1)Cc1cccs1 (centres undefined)	-1.4	-1.6	9	0.3	-1.1	1.7	-2	1	-1.6	-11	-1.3
CC(C)(C)OC(=O)N[C@@H](CC(=O)OCc1ccccc1)C(=O)O	0.7	-3.5	-2	-2.3	-0.1	1.6	2	0	-1.8	-4	-0.8
CCCn1c(=O)c2[nH]c(-c3ccc(S(=O)(=O)O)cc3)nc2n(CCC)c1=O	0.9	1.9	-7	1.4	0.5	2.6	-5	-262	-0.3	13	-1.5
CCOCCC(=O)Nc1ccc2c(c1)c(=O)n(C)n2C/C=C/c1ccccc1	.	2.0	-6	5.0	-3.7	-4.2	-4	-246	-1.4	-3	-1.2
CCCNC(=O)NC(=O)COC(=O)/C=C/c1cc(Br)ccc1F	-0.3	4.4	0	-0.3	0.8	-1.9	0	-17	-0.2	0	-1.7
COCCNCc1ccccc1	0.1	-1.0	1	1.5	0.0	7.3	-3	7	-0.8	5	-0.5
CC1CCCN(CCC(=O)Nc2ccc(F)c(F)c2)C1 (centres undefined)	-0.5	-1.8	4	-1.5	0.3	0.0	-4	-7	0.2	10	-1.1
O=C(NCCN1CCC(n2c(=O)[nH]c3ccccc32)CC1)c1ccc(OC(F)(F)F)cc1	.	-3.4	5	0.9	0.2	.	-3	2	-0.6	-1	-1.0
COc1ccc(S(=O)(=O)NCc2ccc3c(c2)cc(C)n3C)cc1	0.7	-3.3	-5	-0.2	-0.9	-1.2	3	-30	0.1	-4	-1.1
Cc1cc(=O)oc2c3c(cc(OCC(=O)NCCC(=O)N[C@@H](C)C(=O)O)c12)OC(C)(C)CC3	0.5	-0.2	0	-0.3	0.1	0.7	-1	i	0.5	-3	-1.3
Cc1ccc(O)c(N=Nc2nccs2)c1	-2.5	-8.0	20*	-15	-5.7	-9.5	0	-1	-0.5	25*	-1.5
Cc1cccc(N(CC(=O)NC(C)C)C(=O)CCC(=O)Nc2nccs2)c1	1.1	-1.6	1	0.1	-0.3	1.4	-2	-7	-1.2	-5	-0.7
O=C(Nc1ccc2c(c1)OCO2)c1noc2c1CCCCC2	0.5	12*	-6	-0.7	4.4*	1.7	2	0	9.0*	2	0.2
O=S(=O)(NCc1cccs1)c1ccccc1Cl	-0.2	2.2	0	-1.0	0.8	-1.3	-3	-1	-0.4	4	-1.3
COc1ccc(C(=O)NC2CC2)cc1OC1CCN(Cc2ccc(F)cc2F)CC1	-0.6	-2.2	-6	1.3	1.5	0.1	-3	-9	-1.7	4	-1.2
CCOC(=O)C(C)n1cnc2sc3c(c2c1=O)CCC3 (centres undefined)	-2.0	0.5	-1	-0.9	-0.4	2.7	2	-5	-0.4	-1	-1.0
Cc1ccc(C(=O)N/N=C/c2ccc(S(=O)(=O)O)o2)c(Cl)c1	-0.2	0.3	4	-2.5	-0.2	0.7	1	0	-0.6	-2	-1.5
CC1CC(C)CN(S(=O)(=O)c2ccc(NC(=O)[C@@H]3CCCN3C(=O)c3cccs3)cc2)C1 (some centres undefined)	0.6	2.5	5	-0.1	0.8	2.4	0	-4	1.2	-8	-1.5
COc1ccc(/C=N/NC(=O)c2cccc(OC(F)(F)C(F)F)c2)c(OC)c1OC	1.3	4.2	0	-3.8	0.8	-0.3	-4	-21	1.5	-20	-1.1
O=C(c1cccc(N2CCCC2=O)c1)N1CCOCC1	1.3	-1.0	0	0.1	-0.7	0.6	-4	3	-0.9	7	-1.4
Cc1cccc(C)c1NC(=O)C1(C)CN(S(C)(=O)=O)CC(=O)N1Cc1cccc(F)c1 (centres undefined)	.	1.3	-3	0.0	-0.5	.	-3	3	-3.0	-3	-0.3
O=C(C1=C[C@@H](c2csc3ccccc23)C[C@@H](OCc2ccc(CO)cc2)O1)N1CCOCC1	-0.2	-1.4	3	-0.2	-0.1	-2.6	0	-7	-0.6	-12	-1.5
Cc1ccc(Nc2nnc(SCC(=O)NC3CCCc4ccccc43)s2)cc1 (centres undefined)	-0.7	0.2	-2	-1.2	0.2	0.0	-2	6	-0.9	-3	-1.8
Cc1cc(C)n(CC(=O)NC2CCCN(Cc3ccc(Cl)cc3)C2)n1 (centres undefined)	0.0	-0.6	-1	1.2	-1.8	-2.0	-1	-10	-1.1	2	-1.2
CC(C)CC(=O)NCCc1ccncc1	0.2	1.1	-3	0.0	0.4	-1.6	4	2	1.4	7	-1.2
CCOC(=O)N1CCN(C(=O)C[C@H]2C[C@@]3(C(=O)OC)C(=C[C@H](C(C)C)O[C@@H]3C3CC3)N(Cc3cccc4ccccc34)C2=O)CC1	.	-4.6	-1	.	-0.9	.	-4	-2	-3.1	-1	-1.2

Profiles, looked up by structure. Screens in order: DAX1 inh-1 | hgDAF-12 ag | NR1D1 modulator | PG9 binder | DAX1 inh-2 | GAA850 FXN act | SMARCA2 activ | PLC-beta3 inh | hcDAF12 agonist | sPLA2-III inh | ssDAF-12 act
Cc1cccc(N(CC(=O)NC(C)C)C(=O)CCC(=O)Nc2nccs2)c1 as listed: 1.1 | -1.6 | 1 | 0.1 | -0.3 | 1.4 | -2 | -7 | -1.2 | -5 | -0.7
CCCn1c(=O)c2[nH]c(-c3ccc(S(=O)(=O)O)cc3)nc2n(CCC)c1=O as listed: 0.9 | 1.9 | -7 | 1.4 | 0.5 | 2.6 | -5 | -262 | -0.3 | 13 | -1.5
O=S(=O)(NCc1cccs1)c1ccccc1Cl as listed: -0.2 | 2.2 | 0 | -1.0 | 0.8 | -1.3 | -3 | -1 | -0.4 | 4 | -1.3
Cc1ccc(Nc2nnc(SCC(=O)NC3CCCc4ccccc43)s2)cc1 (centres undefined) as listed: -0.7 | 0.2 | -2 | -1.2 | 0.2 | 0.0 | -2 | 6 | -0.9 | -3 | -1.8
CCOCCC(=O)Nc1ccc2c(c1)c(=O)n(C)n2C/C=C/c1ccccc1 as listed: . | 2.0 | -6 | 5.0 | -3.7 | -4.2 | -4 | -246 | -1.4 | -3 | -1.2
